Assay outcomes as filed in PubChem.
MIN6 prolif: inducers of MIN6 beta-cell proliferation, primary screen, ATP luminescence, uHTS. proliferation, % at 10 µM. AID 2380, 2010. MIN6 cells proliferation, ATPlite luminescence, 48 h; cells starved in 0.2% serum; 100% = growth in 10% serum. 330,000 tested, 0.29% active;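 active = compounds whose signal lies at least 3.5 SD above the mean of all wells on their plate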;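 also: 0% = DMSO-treated cells in low-serum medium and 100% = 10% serum control; some compounds called inactive have numbers as strong as hits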
mIAP act: activators of mouse IAP, primary screen, biochemical, luminescence, uHTS | intestinal alkaline phosphatase [Mus musculus] | muIAP, CDP-Star luminescence, 30 min; hits give high values; 1 = vehicle-only enzyme signal, 0 = enzyme-free wells | activation factor at 10 µM | 330,000 tested, 0.24% active | AID 2805, 2010;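 active = activation factor of at least 2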; also: the source names both 10 and 20 µM as test concentration; values of inactives mirror those of a sister screen read the other way
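also added = chemiluminescent substrate CDP-Star | test system = mouse IAP enzyme | signal = chemiluminescence readout | compound = DMSO-dissolved test compounds | incubation = 30 min at room temperature | benchmarks = DMSO wells, no-enzyme wells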
APOBEC3G inh: APOBEC3G DNA deaminase inhibitors, primary screen, biochemical, fluorescence, single-stranded DNA substrate, uHTS; recombinant A3G, ssDNA deamination FAM/TAMRA fluorescence; AID 493012, 2011; DNA dC->dU-editing enzyme APOBEC-3G (Homo sapiens), Q9HC16; 330,000 tested, 0.28% active; inhibition, % at 20 µM;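 active = inhibition of at least 40% at 20 µM, with no more than 30% in the related APOBEC3A deaminase screen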;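 also: plate controls were DMSO wells with A3G for no effect and wells lacking A3G enzyme for full effect; some compounds called inactive have numbers as strong as hits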
A3A deaminase: APOBEC3A ssDNA deaminase inhibitors, primary screen, selectivity assay for APOBEC3G inhibitor project, biochemical, FAM/TAMRA oligo cleavage fluorescence | recombinant A3A, FAM/TAMRA ssDNA deamination fluorescence | inhibition, % at 20 µM | 330,000 tested, 0.41% active | AID 493011, 2011;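 active = at least 40% inhibition at 20 µM here, with at most 30% in a related deaminase screen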;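 also: plate controls were A3A with DMSO for no effect and wells lacking A3A enzyme for full effect; some results filed as inactive read as strong as hits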
SENP1 inh: human SENP1 catalytic domain inhibitors, primary screen, biochemical, FRET, uHTS; Sentrin-specific protease 1 (Homo sapiens), Q9P0U3; recombinant SENP1 catalytic domain, CyPet-SUMO1-YPet FRET cleavage; inhibition, % at 10 µM; 360,000 tested, 0.21% active; AID 624204, 2012;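 active = inhibition at least 30% at 10 µM, raw YFP signal under a set limit, fluorescence ratio 0.5 to 1.5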;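 also: 0% = enzyme with DMSO and 100% = no enzyme wells; some results filed as inactive read as strong as hits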
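material = recombinant human SENP1 catalytic domain, His6-tagged | quantity = 20 pM enzyme | reagent = 25 nM SUMO1 FRET substrate | compound dosing = 10 µM single point, 0.5% DMSO | timing = 50 min enzyme reaction, room temperature, light-protected | detection = FRET, CFP and YFP emission | control set = no-enzyme low, enzyme-DMSO high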
hIAP act: human IAP activators, primary screen, biochemical, luminescence, uHTS. purified human IAP, CDP-Star luminescence, 30 min; hits give high values; 1 = vehicle-only enzyme, 0 = enzyme-free background. Intestinal-type alkaline phosphatase (Homo sapiens), P09923. activation factor at 10 µM. AID 2524, 2010. 330,000 tested, 0.16% active;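 active = activation factor of the enzyme at least 2-fold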; also: the source names both 10 and 20 µM as test concentration; values of inactives mirror those of a sister screen read the other way
NALP3 yeast inh: NALP3 inflammasome inhibitors in reconstituted yeast, primary screen, luminescence, uHTS. Yeast reconstituted NLRP3/ASC/caspase-1, beta-gal luminescence, 24 h. inhibition, % at 10 µM. 330,000 tested, 0.39% active. AID 2825, 2010;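 active = inhibition of 50% or more; inactive = inhibition below 50%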;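 also: plate controls were induced DMSO wells for no effect and uninduced yeast grown without galactose for full effect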
mIAP inh: inhibitors of mouse IAP, primary screen, biochemical, luminescence, uHTS. intestinal alkaline phosphatase [Mus musculus]. purified mouse IAP, CDP-Star luminescence, 30 min. inhibition, % at 10 µM. 330,000 tested, 0.2% active;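 active = inhibition of at least 40% at 10 µM in the primary screen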;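 also: plate controls were DMSO with enzyme for no effect and no enzyme wells for full effect; values of inactives mirror those of a sister screen read the other way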
hIAP inh: human IAP inhibitors, primary screen, biochemical, luminescence, uHTS; purified IAP, CDP-Star luminescence, 30 min; Intestinal-type alkaline phosphatase (Homo sapiens), P09923; 330,000 tested, 0.12% active; inhibition, % at 10 µM;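 active = inhibition reaching a set limit with compound at 10 µM in the primary screen, cut at about 35% in these data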;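 also: plate controls were DMSO wells with enzyme for no effect and no-enzyme buffer wells for full effect; values of inactives mirror those of a sister screen read the other way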
* marks the source's active call; other numbers are inactive results; . = not tested or not shown.

SMILES	MIN6 prolif	mIAP act	APOBEC3G inh	A3A deaminase	SENP1 inh	hIAP act	NALP3 yeast inh	mIAP inh	hIAP inh
COCCCNC(=O)CNC(=O)c1cn(-c2ccccc2OC)c(=O)c2ccccc12	0	0.89	-6	-4	1	0.98	0	11	2
Cc1ccccc1C(=O)OCC(=O)NCc1ccco1	3	1	2	7	2	1.1	23	-4	-10
CC(=O)CC(c1ccccc1)S(=O)(=O)c1ccc(C)cc1 (configuration not stated)	1	0.91	-4	1	3	1	-2	9	0
COc1ccc(OC)c(NC(=O)CCN2C(=O)c3ccccc3C2=O)c1	-1	1.1	-1	-2	0	1.2	24	-6	-20
Cc1ccc(CNCCCSc2nc(C)cc(C)n2)cc1	2	1	-5	-2	2	1	10	-3	0
COc1ccc(-c2c[n+]3c(n2-c2ccc(C)cc2)CCCCC3)cc1	-4	1	-7	-1	5	1	19	-4	-4
COCCNC(=S)N/N=C(\C)c1ccc2cc(OC)ccc2c1	0	0.86	-7	1	0	1.1	14	14	-9
COc1cc2c(cc1OC)CN(c1ccc(C(N)=O)cc1[N+](=O)[O-])CC2	0	0.92	1	3	-16	0.85	3	8	15
Clc1ccccc1CSc1nnc(-c2ccco2)c(-c2ccco2)n1	-4	0.4	83	96	2	0.89	9	60*	12
Cc1ccc(-n2ncc3c(SCC(=O)NNC(=O)c4ccco4)ncnc32)cc1	0	1	1	2	0	1.5	10	0	-50
CCc1ccc2c(CN3CCN(S(=O)(=O)c4cccs4)CC3)cc(=O)oc2c1	-1	0.79	-1	-1	1	0.79	18	21	21
CC1Cc2ccccc2N1S(=O)(=O)c1cccc(C(=O)NC2CC2)c1 (configuration not stated)	-2	1	-5	-2	-1	1	15	0	-1
CN(C)CCCNC(=O)c1ccccn1	1	0.95	-8	-1	2	1	-3	5	-3
CCSC1=C(C#N)C(c2cccc(OC)c2)CC(=O)N1 (configuration not stated)	-1	0.96	-8	-2	-3	1.1	-9	4	-11
COc1ccccc1N1C[C@@H]2C[C@@H](c3ccco3)N3CCC[C@@]23C1=O	0	0.95	-7	0	-2	1.1	7	5	-11
C#CCNc1nc(CC)nc2c1nnn2Cc1ccccc1F	2	0.95	0	1	-3	0.9	4	5	10
CN(C)C(=O)c1cc(S(=O)(=O)N(C)C)c(Cl)cc1N1CCCC1	-2	0.94	-3	0	2	0.96	3	6	4
Cc1cc(C)cc(OCC(=O)OC(C)C(=O)Nc2ccc(Cl)cn2)c1 (configuration not stated)	8	0.97	-3	4	5	0.96	10	3	4
O=C(COC(=O)Cc1ccc(Cl)cc1)Nc1ccccc1-c1ccccc1	-3	1	-4	1	6	0.95	4	-3	5
COc1ccc(NC(=O)C2CCCN(S(=O)(=O)c3cccnc3)C2)cc1OC (configuration not stated)	-2	0.99	-7	2	-1	1.2	9	1	-23
COc1ccc(N2C(=O)C(Cl)=C(N3CCCC(C)C3)C2=O)cc1 (configuration not stated)	-1	0.85	1	3	3	1	7	15	-1
O=C(CSC1=NCCN1)Nc1ccccc1[N+](=O)[O-]	-4	0.95	-3	-2	1	1.1	1	5	-6
N#C/C(=C\c1ccc(O)c(O)c1)C(=O)N1CCCC1	-1	0.81	2	0	-41	0.8	15	19	20
CCOC(=O)c1c(C)[nH]c(C(=O)CSc2ccc(Cl)cc2)c1C	-1	1	-8	-4	1	0.82	10	-2	18
CCOc1ccc(CNC(=S)N/N=C/c2ccc(OC)c(OC)c2)cc1	0	1	-8	-3	-1	1.4	19	0	-36
Cc1noc(/C=C/N(C)C)c1S(=O)(=O)N1CCCC(C(=O)N2CCCCC2)C1 (configuration not stated)	0	1.1	-16	-8	-1	0.96	-2	-9	4
O=C(COC(=O)C1CC2C=CC1C2)Nc1ccccc1F (configuration not stated)	4	1	-7	1	0	0.97	15	-3	3
CC(C)C[C@H](NC(=O)N1CC(=O)Nc2ccccc21)C(=O)N1CCC[C@H]1C(=O)O	2	1.1	-8	1	3	0.97	5	-8	3
NS(=O)(=O)c1ccc(CCNC(=O)Cc2ccc(Cl)cc2)cc1	4	1.1	-6	-5	10	0.86	4	-12	14
O=C(CCn1nnc2ccccc21)Nc1nnc(COc2ccc(F)cc2)s1	-1	1	0	1	5	1.1	-10	-3	-11

Continued, overlapping the part above by three compounds.
SMILES	MIN6 prolif	mIAP act	APOBEC3G inh	A3A deaminase	SENP1 inh	hIAP act	NALP3 yeast inh	mIAP inh	hIAP inh
CC(C)C[C@H](NC(=O)N1CC(=O)Nc2ccccc21)C(=O)N1CCC[C@H]1C(=O)O	2	1.1	-8	1	3	0.97	5	-8	3
NS(=O)(=O)c1ccc(CCNC(=O)Cc2ccc(Cl)cc2)cc1	4	1.1	-6	-5	10	0.86	4	-12	14
O=C(CCn1nnc2ccccc21)Nc1nnc(COc2ccc(F)cc2)s1	-1	1	0	1	5	1.1	-10	-3	-11
COc1ccc(-n2nnnc2SCC(=O)Nc2ccc3c(c2)OCCO3)cc1OC	2	1	-2	0	-2	1.2	-15	-1	-22
Clc1cccc2c3c([nH]c12)CCNC3	-4	1	-5	-3	-1	1	9	-2	0
CCNC(=S)N1C2CCC1CC(NC(=O)Nc1ccc(C(=O)OCC)cc1)C2 (configuration not stated)	-5	1.6	-1	1	1	0.92	4	-56	8
COc1ccc(N(C(=O)c2ccco2)C(C(=O)NC2CCCC2)c2ccc(N(C)C)cc2)cc1 (configuration not stated)	-1	0.9	-3	0	0	1	8	10	-4
CCOC(=O)c1cnc(SCc2nc(N)nc(Nc3ccc(OC)cc3)n2)nc1N	-3	1	-5	-2	2	0.9	8	-1	10
CC(=O)c1cccc(NC(=O)Nc2cc3sccc3n2C)c1	1	0.7	-3	-2	.	0.83	14	30	17
Cc1ccc2cc(CN(Cc3ccco3)C(=O)NC3CCCCC3)c(=O)[nH]c2c1C	-4	1	3	-4	1	1	7	-1	-1
CCN1CCN(C(=O)c2cc(-c3ccco3)nc3ccccc23)CC1	-4	0.99	10	11	-1	1	-2	1	-4
Cc1ccc(C(C)C)c(OCC(=O)NN=C(CCl)CCl)c1	-1	1	3	-2	.	1.1	14	0	-8
Cc1ccccc1OCC(=O)OCC(=O)Nc1cc(S(C)(=O)=O)ccc1Cl	8	0.98	-5	0	3	0.94	12	2	6
Oc1ccc(/C=N/Nc2cccc3cccnc23)c(O)c1	-4	0.79	-3	3	-38	0.84	36	21	16
Cc1ccccc1C(=O)Oc1ccc(Cl)cc1C(=S)N1CCOCC1	-1	0.96	2	-5	3	0.88	-8	4	12
O=C(O)CCn1nc(-c2ccc(F)cc2)cc(Cc2ccccc2)c1=O	-1	1	-3	-1	1	1.1	11	0	-9
c1ccc2c(c1)nc1sccn12	-2	1	-1	3	0	1	8	-1	-2
Cn1c(=O)n(C)c2cc(N3CCCCC3)c(NC(=O)c3ccccc3)cc21	-4	0.96	-7	-4	1	1.1	23	4	-5
COc1ccc(C2CC(c3ccccc3)=NN2c2ccc(Cl)c(C(=O)O)c2)cc1 (configuration not stated)	-4	1.2	22	-6	-124	1.2	-2	-16	-17
O=C(NCCC1CCCCN1S(=O)(=O)c1ccccc1)C(=O)NC1CC1 (configuration not stated)	12*	0.98	-6	-5	2	1	-1	2	-2
COc1ccc(-n2c(-c3ccc(Br)cc3)c[n+]3c2CCc2ccccc2-3)cc1	-6	0.91	-6	-2	1	0.9	0	9	10
CCCC(=O)NC(=S)Nc1cc(-c2nc3ncccc3o2)ccc1C	2	1.1	-5	0	1	0.83	4	-8	17
O=C1CC(c2ccccc2)n2nc(NC(=O)C3CCCO3)nc2N1 (configuration not stated)	3	1	-7	-5	0	0.96	-8	-1	4
COC(=O)[C@]1(C)N[C@H](CN(C)S(=O)(=O)c2ccc(C)cc2)[C@@H]2C(=O)N(Cc3ccccc3)C(=O)[C@@H]21	-2	1	4	2	1	0.93	2	-2	7
CC12CC3(C)CC(C)(C1)CC(C(=O)NC1=NCCS1)(C2)C3	-2	0.95	-4	0	0	1	24	5	0
COc1ccc(NC(=O)C(=O)NCCC2CCCCN2S(=O)(=O)c2ccc(F)cc2)cc1 (configuration not stated)	0	0.99	-3	0	-1	1.2	17	1	-19
CC(C)Nc1nc(Cl)nc(N(C#N)CN2C(=O)c3ccccc3C2=O)n1	-4	1	-1	14	1	1	3	0	-2
O=C(Nc1ccc2c(c1)nc1n2CCSC1)c1ccccc1	-4	1.1	1	1	-86	0.86	48	-8	14
CC(NC(=O)COC(=O)C1CCCCC1)c1ccccc1 (configuration not stated)	-1	1.1	-3	0	5	1.1	4	-8	-8
COc1cccc(C(=O)Nc2cccc(S(=O)(=O)NC3=NCCC3)c2)c1	3	1	-11	-6	1	1	6	-4	-2
C=C(C)c1cccc(C(C)(C)NC(=O)N2CCCC(C(N)=O)C2)c1 (configuration not stated)	-2	1.1	-1	0	2	1.1	1	-12	-10
COc1ccc(S(=O)(=O)N2CCOCC2)cc1NC(=O)CSc1n[nH]c(=O)n1C1CC1	0	1	-4	0	2	1.1	17	-2	-10
CC(C)(C)Cc1nnc(NC(=O)c2ccc3c(c2)OCO3)s1	0	0.93	37	0	-1	1.1	3	7	-11
O=C(N/N=C/c1ccc(Cl)c([N+](=O)[O-])c1)c1cc(-c2ccccc2)nc2ccccc12	-5	0.88	-6	-4	0	0.86	0	12	14
CC(C)CC(=O)Nc1c2c(nn1-c1cccc(Cl)c1)CS(=O)C2 (configuration not stated)	-1	1.1	3	-3	0	1.1	0	-9	-7
CC1CCC2(CC1)NC(=O)N(CC(=O)Nc1cccc(S(=O)(=O)N3CCOCC3)c1)C2=O (configuration not stated)	0	1.1	-6	-8	1	1.1	7	-14	-6
Cc1ccc(S(=O)(=O)CCC(=O)OC(C)C(=O)c2c(C)[nH]c3ccccc23)cc1 (configuration not stated)	0	1.1	-7	-2	2	1	-6	-12	-3
CCN1CCN(CCC(=O)Nc2cccc(C)c2)CC1	-1	0.95	-12	-4	-2	0.91	11	5	9
Cc1ccc(NC(=O)C2CC3CCC2C3)c(Br)c1 (configuration not stated)	-3	1.1	-1	0	0	1.1	28	-11	-11

Only part of the results is shown (hit frequency here may not be typical).
